IMP-1 inh: inhibitors of Pseudomonas aeruginosa IMP-1 metallo-beta-lactamase; purified IMP-1, nitrocefin hydrolysis, epi-absorbance fluorescence; 290,000 tested, 0.45% active; inhibition, % at 5.6 µM; AID 1556;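 active means inhibition above the mean plus 3 SD of all compounds in the same screening run, cut at about 4.5% in these data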;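 further: 0% = IMP-1 with DMSO and 100% = DMSO wells lacking enzyme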
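Assay system: purified recombinant IMP-1 beta-lactamase. Input: IMP-1 0.2 nM before substrate addition. Buffer or medium: Zinc- and detergent-supplemented HEPES buffer, pH 7.1. Schedule: 25 °C, 15 min preincubation, 25 min reaction. Signal: Epi-absorbance fluorescence, 480 nm excitation, 530 nm emission. Evaluation: percent inhibition from optical density relative to buffer-blank wells.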
GalR3 antagonist: blocks the human galanin receptor 3; 360,000 tested, 0.44% active; HEK293 GalR3-CNG cAMP membrane potential fluorescence; galR3 body fused to GalR1 C-terminus; AID 651719; inhibition, % at 3 µM;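 active means inhibition above the screen-wide average plus 3 SD, cut at about 13% in these data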;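 further: forskolin and galanin both at EC90 stimulate the cells; cAMP rise reported by CNG channel membrane potential dye signal; 0% = forskolin plus galanin with DMSO and 100% = forskolin alone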
p-CIP stab down: lowers stability of the mouse p/CIP coactivator protein; decrease of EGFP signal, % at 10 µM; 290,000 tested, 0.01% active; Q05BA5; F442A p/CIP-EGFP cells, EGFP fluorescence, 16 h; AID 1984;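 active means EGFP signal decrease of at least 30% at 10 µM or well 3 SD below plate mean, unless failing retest; inactive means the rest, including hits failing retest or dose response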; further: some compounds called inactive have numbers as strong as hits; many of its hits are not listed in these tables
IDE inh: inhibitors of human insulin-degrading enzyme in cells | HEK cells, FAbetaB cleavage, fluorescence polarization | 320,000 tested, 0.41% active | inhibition, % at 5.59 µM;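 active means percent inhibition above the average of all tested compounds plus 3 SD, set per screening campaign, cut at about 16% in these data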;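 further: IDE supplied by intact live HEK cells; FP after avidin binding of uncleaved biotin substrate so inhibition keeps polarization high; 0% = DMSO wells and 100% = 60 µM reference IDE inhibitor Ii1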
Target sequence (P14735 whole entry, looked up): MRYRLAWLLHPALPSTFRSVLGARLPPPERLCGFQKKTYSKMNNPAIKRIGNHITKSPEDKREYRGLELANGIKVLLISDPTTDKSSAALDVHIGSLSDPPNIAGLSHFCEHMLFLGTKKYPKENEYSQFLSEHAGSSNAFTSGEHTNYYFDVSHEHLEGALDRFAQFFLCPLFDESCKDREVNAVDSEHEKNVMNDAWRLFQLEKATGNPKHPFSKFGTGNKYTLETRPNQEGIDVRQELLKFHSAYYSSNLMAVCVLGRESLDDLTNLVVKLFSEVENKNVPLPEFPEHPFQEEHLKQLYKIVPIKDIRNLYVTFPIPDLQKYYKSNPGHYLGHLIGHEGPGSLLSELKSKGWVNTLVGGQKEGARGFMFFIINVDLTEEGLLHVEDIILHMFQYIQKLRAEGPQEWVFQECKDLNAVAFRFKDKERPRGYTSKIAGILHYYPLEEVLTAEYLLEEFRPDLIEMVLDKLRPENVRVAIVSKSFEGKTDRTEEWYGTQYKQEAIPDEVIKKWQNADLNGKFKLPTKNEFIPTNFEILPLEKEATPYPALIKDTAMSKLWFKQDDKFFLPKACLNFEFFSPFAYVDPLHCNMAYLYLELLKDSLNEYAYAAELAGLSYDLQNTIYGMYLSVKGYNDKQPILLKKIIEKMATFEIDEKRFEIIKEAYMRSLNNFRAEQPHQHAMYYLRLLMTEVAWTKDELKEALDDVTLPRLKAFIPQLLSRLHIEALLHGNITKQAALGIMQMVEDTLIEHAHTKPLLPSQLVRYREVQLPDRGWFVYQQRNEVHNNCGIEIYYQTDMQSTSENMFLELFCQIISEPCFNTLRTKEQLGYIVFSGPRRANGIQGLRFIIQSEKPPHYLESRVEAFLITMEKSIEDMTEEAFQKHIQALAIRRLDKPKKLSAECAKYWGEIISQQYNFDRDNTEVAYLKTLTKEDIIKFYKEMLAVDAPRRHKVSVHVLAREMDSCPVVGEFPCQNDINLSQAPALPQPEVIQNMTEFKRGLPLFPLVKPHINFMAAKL
UBC9 SUMO inh: blocks human SUMOylation mediated by UBC9. HTRF SUMOylation assay, SAE1/SAE2 + UBC9, in vitro. inhibition, % at 35 µM. 290,000 tested, 0.36% active; in the data active means inhibition above about 50%, passing the limit was not always enough; further: strong numbers were not always called active
CRFBP-R2 block: blocks CRF-induced signaling of the CRF-BP/CRF-R2 complex | HEK293 CRF-R2/CRF-BP, CRF-induced calcium fluorescence | inhibition, % at 11.8 µM | 350,000 tested, 0.59% active | AID 588475;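 active means inhibition of the ligand-induced calcium signal above about 50% at the single tested concentration, limit read from the data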
VIM-2 inh: inhibitors of Pseudomonas aeruginosa VIM-2 metallo-beta-lactamase | purified VIM-2, nitrocefin hydrolysis, epi-absorbance fluorescence | inhibition, % at 5.6 µM | 290,000 tested, 0.89% active;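 active means inhibition above the mean of all tested compounds plus 3 SD, cutoff set per screening run, cut at about 7.5% in these data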;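 further: red hydrolysis product quenches plate fluorescence so inhibitors raise well fluorescence; 0% = enzyme with DMSO and 100% = DMSO without enzyme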
HCV NS3 hel inh: inhibitors of Hepatitis C virus NS3 helicase. NS3 helicase DNA unwinding, Cy5 molecular beacon fluorescence. inhibition, % at 10.9 µM. 290,000 tested, 0.56% active. AID 1800;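 active means inhibition above the mean of all tested compounds plus 3 SD, set per campaign, cut at about 35% in these data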;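 further: 0% = DMSO wells and 100% = thioflavine S control wells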
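Assay system: hepatitis C virus NS3 helicase domain fragment enzyme. Also added: annealed dual-labelled DNA beacon duplex, ATP-started. Timing: 1 h reaction at 25 °C, ATP-initiated. Technique: Cy5 fluorescence at 0 and 60 min, beacon hairpin quenching. Evaluation: % inhibition of unwinding. Replication: one well per compound.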
IDE act: activators of human insulin-degrading enzyme in cells; activation, % at 5.96 µM; P14735; 340,000 tested, 0.073% active; HEK cells, FAbeta-B cleavage, fluorescence polarization; 0% vehicle, 100% cell-free pure enzyme wells; AID 493087;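 active means activation above the mean of all tested compounds plus 3 SD, set per screening campaign, cut at about 17% in these data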
* hit, by the source's call; · = no result given.

no.	IMP-1 inh	GalR3 antagonist	p-CIP stab down	IDE inh	UBC9 SUMO inh	CRFBP-R2 block	VIM-2 inh	HCV NS3 hel inh	IDE act	canonical_smiles
1	2.0	0	-3	11	-6	22	-2.3	1	-2	Cc1cc(C)n(CC(O)Cn2c(C)c(C)c3ccccc32)n1 (centres undefined)
2	-3.0	·	1	-2	15	5	-1.0	-34	5	COc1ccccc1C(=O)N/C(=C\c1cn(S(=O)(=O)N(C)C)c2ccccc12)C(=O)NCCN1CCOCC1
3	-2.6	-4	-4	-2	-6	8	-1.0	-4	5	c1ccc(-n2nnnc2CN2CCOCC2)cc1
4	-3.2	-7	9	-2	-13	-13	-3.2	-4	1	CCOC(=O)C1(Cc2ccccc2)CCN(Cc2cccn2-c2cccnc2)CC1
5	-1.0	-2	-4	-3	2	13	-2.2	2	7	CC(C)[C@H](NC(=O)C1CCN(S(=O)(=O)c2ccccc2)CC1)C(=O)NCc1ccc(F)cc1
6	-2.1	1	0	9	-10	3	-0.5	6	2	CC(=O)SC1CC(=O)N(c2c(C)cccc2C)C1=O (centres undefined)
7	-4.5	-6	10	-3	11	-18	-1.5	-11	4	O=C(CC1NCCc2ccccc21)Nc1ccccc1Cl (centres undefined)
8	-1.1	-4	3	-2	-2	3	6.7	9	6	CCOc1ccc(N2C(=O)CC(N(O)c3ccccc3)C2=O)cc1 (centres undefined)
9	-3.1	-6	-5	-1	-3	-37	-3.7	10	3	O=C(c1cccc(C(F)(F)F)c1)N1CCN(C2CCCCC2)CC1
10	-0.7	2	6	5	4	1	0.2	29	-10	COc1cccc(/C=C2\Sc3ccc(C(=O)NCc4cccnc4)cc3N(C)C2=O)c1
11	-2.5	·	-5	3	6	-20	-2.0	9	-12	Cc1nnc(NC(=O)CSc2nc3c(c(=O)n2C)SC(C)C3)s1 (centres undefined)
12	-5.8	-2	10	1	20	-2	-7.8	0	-1	O=C(CCc1ccccc1)Nc1nnc(-c2cccs2)o1
13	0.7	-5	-12	-3	0	-2	-0.8	11	-1	CC(C)c1ccccc1NC(=O)COC(=O)CNC(=O)c1ccc(Br)cc1
14	-4.4	-2	5	2	-9	10	-2.2	-5	-2	COc1cccc(/C=N/NC(=O)c2cccc([N+](=O)[O-])c2)c1OS(=O)(=O)c1ccccc1
15	-3.2	-10	-3	6	8	0	-0.9	-41	-2	COc1ccc(/C=C/C(=O)NCCCN2CCCCCC2)cc1

Three entries from above, with bars between the fields:
nr | Structure | IMP-1 inh | GalR3 antagonist | p-CIP stab down | IDE inh | UBC9 SUMO inh | CRFBP-R2 block | VIM-2 inh | HCV NS3 hel inh | IDE act
9 | O=C(c1cccc(C(F)(F)F)c1)N1CCN(C2CCCCC2)CC1 | -3.1 | -6 | -5 | -1 | -3 | -37 | -3.7 | 10 | 3
10 | COc1cccc(/C=C2\Sc3ccc(C(=O)NCc4cccnc4)cc3N(C)C2=O)c1 | -0.7 | 2 | 6 | 5 | 4 | 1 | 0.2 | 29 | -10
11 | Cc1nnc(NC(=O)CSc2nc3c(c(=O)n2C)SC(C)C3)s1 (centres undefined) | -2.5 | · | -5 | 3 | 6 | -20 | -2.0 | 9 | -12

(next part)
no.	IMP-1 inh	GalR3 antagonist	p-CIP stab down	IDE inh	UBC9 SUMO inh	CRFBP-R2 block	VIM-2 inh	HCV NS3 hel inh	IDE act	canonical_smiles
16	·	-1	·	0	·	9	·	·	-2	Oc1ccccc1-c1ccn[nH]1
17	-1.2	-2	-6	15	-8	4	-0.4	-1	-9	CCc1ccc(NC(=O)CSc2nnc(-c3ccccn3)n2C)cc1
18	-2.2	·	4	-4	-6	·	-0.5	-8	·	Cc1sc2ncnc(Sc3nnc4sc5ccccc5n34)c2c1C
19	1.2	-8	-10	·	1	14	-2.8	-7	2	O=c1[nH]c(=S)n(-c2cccc(C(F)(F)F)c2)c(O)c1C=NCCN1CCNCC1
20	-1.7	-3	-2	0	-9	-3	-1.1	6	-1	CS(=O)(=O)N(CC(=O)NCc1ccccc1Cl)C1CCCCC1
21	-0.8	-6	3	8	7	-5	0.3	-5	-3	COc1cc(COCC(O)CN2CCN(Cc3ccccc3)CC2)cc(OC)c1OC (centres undefined)
22	-3.4	-4	3	-2	11	4	12*	-8	3	Cc1c(OCC(=O)N[C@@H](Cc2ccccc2)C(=O)O)ccc2c1oc(=O)c1ccccc12
23	-1.4	0	2	2	10	10	-1.3	16	5	O=C(O)CCSCC(=O)c1ccc2c(c1)OCCO2
24	-4.2	-2	-2	7	-1	-8	-0.5	31	7	Cc1ccc(NC(=O)CSc2nnc(Cc3cccn3C)n2-c2ccc(F)cc2)c(C)c1
25	-0.1	1	-2	9	9	-9	-2.0	3	1	CC1CCc2nc3ccc(S(=O)(=O)N4CCC(C(=O)NCc5ccccc5Cl)CC4)cc3c(C(=O)O)c2C1 (centres undefined)
26	·	-4	·	-2	·	12	·	·	2	Cc1ccc(CONC(=O)c2cccc(C)c2)cc1
27	-2.0	-9	-16	·	-19	15	-1.9	24	-2	COc1ccc(S(=O)(=O)N2CCSC2C)cc1C (centres undefined)
28	-1.4	-7	-12	-1	-8	8	2.6	0	-1	O=C(O)C1CC=CCC1C(=O)NCc1ccccc1 (centres undefined)
29	1.7	-8	-1	1	·	-9	2.8	11	9	CCN(CC)CCOC(=O)c1ccc(N/C=C(/C#N)c2nc(-c3ccc(OC)c(OC)c3)cs2)cc1
30	·	-2	·	-1	·	8	·	·	1	CC1(c2ccccc2)NC(=O)N(CC(=O)Nc2cc3c(cc2Br)OCCO3)C1=O (centres undefined)

The listing continues.
no.	IMP-1 inh	GalR3 antagonist	p-CIP stab down	IDE inh	UBC9 SUMO inh	CRFBP-R2 block	VIM-2 inh	HCV NS3 hel inh	IDE act	canonical_smiles
31	-3.3	-4	-25	4	7	5	-2.5	4	1	COC(=O)c1ccc(COC(=O)CNC(=O)c2ccc(-c3ccccc3)cc2)cc1
32	-3.4	1	-11	3	3	-3	-3.1	6	1	CC(C)(C)CN1CCC(n2nccc2NC(=O)c2ccccc2Cl)CC1
33	-1.8	-6	9	-3	-10	5	-1.6	-4	1	COCCNC(C(=O)Nc1cc(Cl)cc(Cl)c1)c1ccccc1 (centres undefined)
34	-1.9	-5	2	2	10	-4	0.4	2	4	COc1ccc(OCCSc2nnc(CC(=O)Nc3cccc(Cl)c3Cl)n2C)cc1
35	-2.2	-6	-12	8	14	-23	-1.7	-6	5	COc1ccc(CCNC(=O)C(NC(=O)OCc2ccccc2)C(C)C)cc1OC (centres undefined)
36	-0.8	-8	1	5	-6	-11	-2.5	-4	3	O=C(Cc1cccs1)NCc1cccc(C(F)(F)F)c1
37	-3.1	-3	-2	4	0	-26	-7.1	24	-4	CCc1ccc(C2C(C#N)=C(N)SC(N)=C2C#N)cc1
38	-0.4	-5	4	5	20	14	2.2	0	6	COC1CCCN(C(=O)c2ccc(OC3CCN(CCc4ccccc4)CC3)cc2)C1 (centres undefined)
39	-2.2	-4	1	6	9	-9	-2.0	7	-2	CCCn1cc(CN2CCC(n3nccc3NC(=O)CCOc3ccccc3)CC2)c(C)n1
40	-0.9	-1	2	4	10	7	-0.4	6	6	O=C(O)CCNC(=S)Nc1cccc(F)c1
41	-2.0	-4	-8	-12	25	-11	-3.8	0	-3	Cn1c2c(c(=O)n(C)c1=O)C(c1cccc([N+](=O)[O-])c1)Nc1ccccc1O2 (centres undefined)
42	-2.0	-3	7	7	3	-51	-0.8	-8	5	COC(=O)c1[nH]c2ccc(F)cc2c1NS(=O)(=O)c1ccc(OC)cc1
43	-2.6	-5	6	-1	-9	7	-4.8	-1	3	Cc1ccc(/C=C(\NC(=O)c2ccccc2)C(=O)OCc2ccccc2)cc1
44	-3.4	-4	-1	6	8	5	-1.2	9	0	O=C(Cc1ccccc1)Nc1nccs1
45	·	-2	·	-2	·	-1	·	·	0	O=C(Cn1cc([N+](=O)[O-])ccc1=O)NC1CCCCC1

More entries follow:
no.	IMP-1 inh	GalR3 antagonist	p-CIP stab down	IDE inh	UBC9 SUMO inh	CRFBP-R2 block	VIM-2 inh	HCV NS3 hel inh	IDE act	canonical_smiles
46	-3.3	4	-6	-2	2	-5	-0.7	4	-5	Cc1ccc2c(c1)c1nnc(SCC(=O)Nc3ccccc3C(F)(F)F)nc1n2CC(=O)O
47	-1.1	·	7	-3	33	-3	-1.5	-12	·	N#Cc1c(N2CCOCC2)nc(N2CCCCC2)c2c1CCN(C1CCCCC1)C2
48	-1.4	-3	10	-5	-12	-1	0.5	2	7	CCC(=O)NCCN1CCN(C(=O)CC)CC1
49	-1.8	-5	-17	0	19	5	-2.6	0	7	C/C(=N\NC(N)=O)c1ccccc1
50	-1.6	-4	2	-4	-20	7	-0.8	-4	7	O=C(O)CCCN1C(=O)C2C3CC(C2C1=O)C1C(c2ccccc2)c2sc(=O)[nH]c2SC31 (centres undefined)
51	-0.2	·	-22	-5	16	·	0.4	7	·	Cc1cc(C)cc(NC(=O)Cn2cc3c(n2)CCCCC3)c1
52	·	-4	·	0	·	3	·	·	-4	Cc1ccc(C)c(OCC(=O)NCC2COc3ccccc3O2)c1 (centres undefined)

Rewritten as labelled records: entries from further up
49: C/C(=N\NC(N)=O)c1ccccc1
  IMP-1 inh = -1.8
  GalR3 antagonist = -5
  p-CIP stab down = -17
  IDE inh = 0
  UBC9 SUMO inh = 19
  CRFBP-R2 block = 5
  VIM-2 inh = -2.6
  HCV NS3 hel inh = 0
  IDE act = 7
47: N#Cc1c(N2CCOCC2)nc(N2CCCCC2)c2c1CCN(C1CCCCC1)C2
  IMP-1 inh = -1.1
  GalR3 antagonist = ·
  p-CIP stab down = 7
  IDE inh = -3
  UBC9 SUMO inh = 33
  CRFBP-R2 block = -3
  VIM-2 inh = -1.5
  HCV NS3 hel inh = -12
  IDE act = ·
51: Cc1cc(C)cc(NC(=O)Cn2cc3c(n2)CCCCC3)c1
  IMP-1 inh = -0.2
  GalR3 antagonist = ·
  p-CIP stab down = -22
  IDE inh = -5
  UBC9 SUMO inh = 16
  CRFBP-R2 block = ·
  VIM-2 inh = 0.4
  HCV NS3 hel inh = 7
  IDE act = ·
48: CCC(=O)NCCN1CCN(C(=O)CC)CC1
  IMP-1 inh = -1.4
  GalR3 antagonist = -3
  p-CIP stab down = 10
  IDE inh = -5
  UBC9 SUMO inh = -12
  CRFBP-R2 block = -1
  VIM-2 inh = 0.5
  HCV NS3 hel inh = 2
  IDE act = 7

A few values from the results shown:
IDE inh with no. 48 → -5
VIM-2 inh with no. 49 → -2.6
CRFBP-R2 block with no. 46 → -5
VIM-2 inh with no. 51 → 0.4
